Screening data deposited in PubChem BioAssay by National Center for Advancing Translational Sciences (NCATS).
GAA glycogen = qHTS Assay for Inhibitors and Activators of Human alpha-Glucosidase Cleavage of Glycogen; AID 2100, 2009; Lysosomal alpha-glucosidase (Homo sapiens), P10253; recombinant GAA, glycogen substrate, Amplex Red glucose oxidase fluorescence; Potency, µM (highest dose often 76.4 µM), without a hit: top-dose activity change, negative = inhibition, most hits filed as inhibitors; 300,000 compounds, 0.38% hits;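 note: 0% = full enzyme reaction and -100% = no-enzyme basal signal; the screen sought inhibitors and activators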
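qHTS, 1536-well; enzyme 4 nM final; cpd up to 77 uM; substrate bovine liver glycogen 30 ug; 50 mM citrate/phosphate pH 5.0, 0.01% Tween-20; 37 C, 40 min; Amplex Red detection 45 min RT; Hill fit → AC50.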
SMN2 splice up = qHTS Assay for Enhancers of SMN2 Splice Variant Expression. AID 1458, 2008. Potency, µM (highest dose often 46.1 µM), for the others: at the highest dose activity change, positive = activation, hits mostly activators. HEK293 SMN2-luciferase splicing reporter, luminescence, 30-36 h. 210,000 compounds, 2.8% hits; note: % of control where 0% means no effect; nearly all actives have a fitted effect of over 55% in size
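HEK293 cells carry an SMN2 minigene-luciferase reporter in which exon 7 inclusion puts luciferase in frame. Cells were seeded at 2000 cells/well, attached for 10-12 hours, then exposed to compounds for 30-36 hours at 37C before ONE-Glo luminescence.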
The depositor's hits bear a star; ? = inconclusive; & = joins results of further samples; [ ] = remark or other dose. Calls come from the whole dose curve; as a rule, active = well fitted curve in the direction sought with a large enough effect; inconclusive = small, poorly fitted or top-dose-only effect, or another doubt; inactive = no such curve, though single readings can be large; an effect the other way counts as inactive or inconclusive. Potency is the fitted concentration of half-maximal effect.

SMILES | GAA glycogen | SMN2 splice up
CCOCCCNC(=O)c1cc2c(=O)n3ccccc3nc2s1 | -1% | ?
Cc1cccc(OCC(=O)N(Cc2ccc(C(C)C)cc2)Cc2ccco2)c1C | 10%[76.3 µM] | 3%
COC(=O)c1c(NC(=O)COc2c(C)ccc(C)c2C)sc2c1CCC(C)C2 (configuration not stated) | 2%[76.3 µM] | -10%
CC1=C(C(=O)Nc2ccccc2C)C(c2ccccn2)n2nc(SCc3ccccc3F)nc2N1 (configuration not stated) | -24%[76.3 µM] | -1%
Cc1cc(NC(=O)Nc2csc3c2CCCC3)ccc1Br | -1%[76.3 µM] | -1%
CSc1ccc(CCNC(=O)CCc2c(C)nc3c(c(C)nn3-c3ccccc3)c2C)cc1 | -6%[76.3 µM] | -5%
O=C(c1cc(-c2ccc(F)cc2)on1)N1CCN(c2ccc(F)cc2)CC1 | 10% | 3%
Cc1cccn2c(=O)c3cc(C(=O)NCc4ccccc4Cl)sc3nc12 | 11%[76.3 µM] | -3%
COc1cc2c(=O)n(CCC(=O)NCC3CCCO3)c(=O)n(CC(=O)Nc3ccc(F)cc3)c2cc1OC (configuration not stated) | 11%&-3%[76.3 µM] | -6%
Cc1ccc(S(=O)(=O)c2cc3cc(C(=O)O)ccc3oc2=O)cc1 | -4%[76.3 µM] | 9%
CCOc1ccc(-c2cc(NC(=O)Nc3ccc(Cl)cc3)c(C(=O)OC)s2)cc1 | 14%[76.3 µM] | -1%
Cc1cc(C)n(-c2nc3cc(Cl)c(Cl)cc3nc2Nc2c(C)cccc2C)n1 | 5%[76.3 µM] | -3%
COc1ccc(-n2c3c(cc(-c4nc(-c5ccc(Cl)cc5)cs4)c2=O)C(=O)CC(C)(C)C3)cc1Cl | -4%[76.3 µM] | 6%
CCOCCCNC(=O)c1cn(CC(C)C)c(=O)c2c1c1ccccc1n2C | 1% | -3%
Cc1ccc(-c2csc(=Nc3ccccc3)n2Cc2ccc3c(c2)OCO3)cc1 | -5%[76.3 µM] | ?
COc1c(Cl)cc(Cl)cc1/C=C(\C#N)c1nc(-c2ccc(Cl)cc2)cs1 | 4%[76.3 µM] | -7%
CCOc1ccccc1N(C)C(=O)c1nn(-c2ccc(C)cc2)c(=O)c2c1c1ccccc1n2C | -3%[76.3 µM] | ?
COCc1cc(C)nc2sc3c(=O)n(-c4cc(C)ccc4C)nnc3c12 | -3%[76.3 µM] | -4%
COc1cccc(-n2c(SCC(=O)Nc3cc(C)ccc3C)nc3c(oc4ccccc43)c2=O)c1 | 7%[76.3 µM] | -7%
O=C(Nc1cccc2cccnc12)c1ccccc1[N+](=O)[O-] | -3%[76.3 µM] | 6%
CSc1ccc(CNC(=O)C2CCCN(S(=O)(=O)N(C)c3ccc(F)cc3)C2)cc1 (configuration not stated) | 8%[76.3 µM] | -59%[inhibitor]
O=C(NCc1ccc(F)cc1)c1ccc2c(c1)N(Cc1ccc(F)cc1Cl)C(=O)CS2 | 13%[76.3 µM] | 0%
CCOC(=O)c1ccc(NC(=O)CCc2c(C)nc3cc(-c4ccc(OC)cc4OC)nn3c2C)cc1 | 13%[76.3 µM] | -4%
COc1ccc(S(=O)(=O)Nc2ccc3oc4c(c3c2)CCCC4)cc1 | 0%[76.3 µM] | -10%
COc1ccc(C)cc1-n1c(-c2ccc(C)cc2)cc2c1CC(C)(C)CC2=O | -3%[76.3 µM] | 11%
O=C(CNS(=O)(=O)c1ccc(Br)s1)N1CCN(c2ccccc2F)CC1 | -12%[76.3 µM] | -14%
Clc1ccc2nc(NCc3ccccc3)c3nncn3c2c1 | 20%[76.3 µM] | 16%
CCc1nn2c(=O)c(S(=O)(=O)Nc3ccc(Cl)cc3)c(C)nc2s1 | 16%&-8%[76.3 µM] | -18%
CCOc1ccc(CCNC(=O)c2ccc3c(c2)sc2nc(-c4ccc(F)cc4)cn23)cc1OCC | 14%[76.3 µM] | 7%
CCOc1ccc(NC(=O)Cn2c(=O)n(CCC(=O)NCCc3ccccc3)c(=O)c3ccccc32)cc1 | 6%[76.3 µM] | -6%
CC(C)CNC(=O)c1c(-c2ccccc2)c(-c2ccccc2)nn(C)c1=O | 15%[76.3 µM] | 5%
CCSc1ncc(Cl)c(C(=O)N(Cc2ccccc2Cl)C2CCS(=O)(=O)C2)n1 (configuration not stated) | -8%[76.3 µM] | 7%
Cc1ccc(Cl)cc1NC(=O)Cn1c(=O)c2ccccc2n2nncc12 | -11%[76.3 µM] | -4%
CC(C)COc1ccc(C(=O)Nc2cccc(-c3nc4ccccc4[nH]3)c2)cc1 | -4%[76.3 µM] | -15%
CCc1ccccc1-n1c(N)c(C(=O)OC)c2nc3ccccc3nc21 | 11%[76.3 µM] | -4%
COc1nnc(-c2ccc(N3CCCCC3)c(NC(=O)c3ccc(Cl)cc3)c2)c2ccccc12 | -4%[76.3 µM] | -3%
CCOC(=O)c1cnc2c(C)c(Cl)ccc2c1Nc1ccc(N2CCOCC2)cc1 | ? | 5%
O=C(NCc1ccccc1)C1CCCN(S(=O)(=O)c2cccc3nsnc23)C1 (configuration not stated) | -3%&-8%[76.3 µM] | -6%
Cc1ccc(CN2CCSc3ccc(C(=O)N4CCN(c5cc(C)ccc5C)CC4)cc32)cc1 | 10%[76.3 µM] | -5%
CCOc1ccccc1-c1noc(CSc2nnc(-c3ccccc3)n2-c2cccc(C)c2)n1 | 9%[76.3 µM] | 4%
Cc1ccccc1Cn1c(=O)n(Cc2ccco2)c(=O)c2sc3ccccc3c21 | -9%[76.3 µM] | -10%
COc1ccc2c(c1)cc1c(=O)n(CC(=O)NC(C)C)nc(C)n12 | -17%[76.3 µM] | -6%
O=C(Cn1c(=O)c2ccccc2n(CC(=O)Nc2ccc(F)cc2F)c1=O)NCCc1ccccc1 | -1%[76.3 µM] | -6%
Cc1ccc(C(=O)Nc2ccccc2F)cc1S(=O)(=O)N1CCOCC1 | 11%[76.3 µM] | 4%
COc1ccc(C2c3cc(OC)c(OC)cc3CC(=O)N2c2cccc(C#N)c2)cc1 (configuration not stated) | 0%[76.3 µM] | 3%

The last 7 records of the section above lead into the next:
SMILES | GAA glycogen | SMN2 splice up
Cc1ccc(CN2CCSc3ccc(C(=O)N4CCN(c5cc(C)ccc5C)CC4)cc32)cc1 | 10%[76.3 µM] | -5%
CCOc1ccccc1-c1noc(CSc2nnc(-c3ccccc3)n2-c2cccc(C)c2)n1 | 9%[76.3 µM] | 4%
Cc1ccccc1Cn1c(=O)n(Cc2ccco2)c(=O)c2sc3ccccc3c21 | -9%[76.3 µM] | -10%
COc1ccc2c(c1)cc1c(=O)n(CC(=O)NC(C)C)nc(C)n12 | -17%[76.3 µM] | -6%
O=C(Cn1c(=O)c2ccccc2n(CC(=O)Nc2ccc(F)cc2F)c1=O)NCCc1ccccc1 | -1%[76.3 µM] | -6%
Cc1ccc(C(=O)Nc2ccccc2F)cc1S(=O)(=O)N1CCOCC1 | 11%[76.3 µM] | 4%
COc1ccc(C2c3cc(OC)c(OC)cc3CC(=O)N2c2cccc(C#N)c2)cc1 (configuration not stated) | 0%[76.3 µM] | 3%
Cc1cccc(N(CC(=O)NCCSc2ccc(Cl)cc2)S(C)(=O)=O)c1C | 11%[76.3 µM] | -3%
CCc1ccc(OC(C)C(=O)Nc2c(C(=O)c3ccccc3)oc3ccccc23)cc1 (configuration not stated) | -5%[76.3 µM] | 2%
CCOc1cc(CNC(=O)CCCn2c(=O)c3cccn3c3cccnc32)cc(OCC)c1OCC | -2%&1%[76.3 µM] | -9%
COc1ccc(-c2c(C)nn3c(-c4ccccc4)cc(-c4ccccc4)nc23)cc1OC | -5%[76.3 µM] | 5%
Cc1cc(C)c2oc(-c3cc(NC(=O)Cc4ccccc4)ccc3Cl)nc2c1 | -4%[76.3 µM] | -2%
Cc1nc2ccc(S(=O)(=O)N(C)CC(=O)Nc3ccc(C(C)C)cc3)cc2s1 | -4%[76.3 µM] | -26%
CCCCCNC(=O)c1ccc2c(=O)n(CCc3ccccc3)c(=O)[nH]c2c1 | 15%[76.3 µM] | 7%
O=C(CN1C(=O)CC(c2ccco2)Sc2ccccc21)Nc1cccc(C(F)(F)F)c1 (configuration not stated) | 1%[76.3 µM] | -11%
CCN(CCCNC(=O)c1cc(Nc2ccc(OC)cc2)nc2ccccc12)c1cccc(C)c1 | 5%[76.3 µM] | -7%
COc1ccc(OC)c(NC(=O)c2cn(CC(C)C)c(=O)c3cc(OC)c(OC)cc23)c1 | 3%[76.3 µM] | -5%
Cc1ccc(C)c(Cn2cc(S(=O)(=O)c3ccc(Cl)cc3)c(=O)c3cc(F)ccc32)c1 | 10%[76.3 µM] | 1%
O=C(Cc1c(C(=O)O)[nH]c2ccccc12)Nc1cccc(C(F)(F)F)c1 | 4%[76.3 µM] | 17%
CCc1ccccc1NC(=O)C1(S(=O)(=O)c2ccc(Cl)cc2)CC1 | 5%[76.3 µM] | -10%
CCOCCCNC(=O)c1c(NC(=O)c2cc(=O)c3cc(C)c(C)cc3o2)sc2c1CCC2 | -2%[76.3 µM] | ?
O=C(NCCN1CCN(c2cccc(Cl)c2)CC1)Nc1ccccc1 | 2% | 6%

Pulled by compound from the entries so far, 4 records:
SMILES | GAA glycogen | SMN2 splice up
CCc1ccccc1-n1c(N)c(C(=O)OC)c2nc3ccccc3nc21 | 11%[76.3 µM] | -4%
Cc1ccc(Cl)cc1NC(=O)Cn1c(=O)c2ccccc2n2nncc12 | -11%[76.3 µM] | -4%
CSc1ccc(CCNC(=O)CCc2c(C)nc3c(c(C)nn3-c3ccccc3)c2C)cc1 | -6%[76.3 µM] | -5%
COc1cccc(-n2c(SCC(=O)Nc3cc(C)ccc3C)nc3c(oc4ccccc43)c2=O)c1 | 7%[76.3 µM] | -7%

More entries follow.
SMILES | GAA glycogen | SMN2 splice up
O=C(Nc1c(C(=O)c2ccccc2)oc2ccccc12)c1ccc(F)cc1 | 8%[76.3 µM] | 5%
COc1ccc(C2=C(Nc3ccc(C)cc3C)c3ccccc3C2=O)cc1 | 8%[76.3 µM] | 11%
CCc1ccccc1NC(=O)CN(c1cc(C(F)(F)F)ccc1Cl)S(=O)(=O)c1ccccc1 | 7%[76.3 µM] | -3%
O=C(Cn1c(=O)c2ccccc2n(CC(=O)Nc2ccc(Cl)cc2)c1=O)NCCc1ccccc1 | 5%[76.3 µM] | -8%
Cc1ccc(CCNC(=O)CN2CCN(Cc3ccc(Cl)cc3)C2=O)cc1 | 6%[76.3 µM] | -7%
Cc1ccc(-c2nnc(SCC(=O)N3CCCc4ccccc43)o2)cc1 | -4%[76.3 µM] | -1%
CCOc1ccc(NC(=O)CN(c2ccc(C)cc2)S(=O)(=O)c2cccs2)cc1 | -4%[76.3 µM] | 6%
CC(C)Sc1ncc(Cl)c(C(=O)N(Cc2ccc(N(C)C)cc2)C2CCS(=O)(=O)C2)n1 (configuration not stated) | -18%[76.3 µM] | 1%
Cc1ccc2c(=O)cc(C(=O)N(Cc3ccccc3Cl)C3CCS(=O)(=O)C3)oc2c1 (configuration not stated) | -11%[76.3 µM] | -2%
N#Cc1nc(/C=C/c2ccc(F)cc2)oc1NCc1ccc(F)cc1 | -11%[76.3 µM] | 2%
COC(=O)c1sc2ncccc2c1-n1c(C)ccc1C | 10%[76.3 µM] | 7%
O=C(CN1C(=O)COc2ccc(S(=O)(=O)N3CCCC3)cc21)N1CCN(c2ccccc2F)CC1 | -7%[76.3 µM] | 3%
CC1=C(C(=O)Nc2ccc(Cl)cc2)C(c2ccccc2)n2ncc(C(=O)Nc3ccccc3)c2N1 (configuration not stated) | -7%[76.3 µM] | -2%
CCN1CCOC(=O)C1CC(=O)Nc1cc(Cl)ccc1C (configuration not stated) | -7%[76.3 µM] | 4%
CC1(C)CC(=O)c2cc(-c3nc(-c4ccc(F)cc4)cs3)c(=O)[nH]c2C1 | -2%[76.3 µM] | 0%
O=C(CSc1nc(-c2ccc(F)cc2)[nH]c1-c1ccc(F)cc1)Nc1ccc2c(c1)OCO2 | 2%[76.3 µM] | 26%
COc1c(Cl)cc(C(=O)Nc2cc(-c3nc4ccccc4[nH]3)ccc2C)cc1Cl | 12%[76.3 µM] | -40%[inhibitor]
COc1cccc(NC(=O)CN(C)S(=O)(=O)c2cccs2)c1 | 11%[76.3 µM] | 9%
COc1ccc(C2CC(=O)N(Cc3cccc(F)c3)c3ccccc3S2)cc1 (configuration not stated) | -7%[76.3 µM] | -2%
O=C(Nc1ccc(Cl)cc1)c1ccc2c(c1)N(Cc1ccccc1)CCS2 | 10%[76.3 µM] | 5%
Cc1ccc2oc(=O)c3cnn(CC(=O)N4CCN(c5ccccc5F)CC4)c3c2c1 | 15%[76.3 µM] | 5%
COc1ccc(NC(=O)c2ccc3snnc3c2)cc1OC | 12%[76.3 µM] | 6%
COc1ccc(CCNc2oc(COc3cccc(C)c3)nc2C#N)cc1OC | -28%[76.3 µM] | 0%

An excerpt. The share of hits here may be higher or lower than overall.
